High-throughput results deposited in PubChem BioAssay by several laboratories.
MC4R ag barr = activates human MC4R beta-arrestin recruitment | P32245 | U2OS MC4R beta-arrestin complementation, luminescence; percent of melanotan II response, DMSO zero | activation, % at 8.9 µM | 360,000 tested, 0.98% active;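 active = activation above a per-plate cutoff, the mean activation of sample wells on that plate plus 3 SD, cut at about 8% in these data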
Target sequence (P32245 whole entry, looked up): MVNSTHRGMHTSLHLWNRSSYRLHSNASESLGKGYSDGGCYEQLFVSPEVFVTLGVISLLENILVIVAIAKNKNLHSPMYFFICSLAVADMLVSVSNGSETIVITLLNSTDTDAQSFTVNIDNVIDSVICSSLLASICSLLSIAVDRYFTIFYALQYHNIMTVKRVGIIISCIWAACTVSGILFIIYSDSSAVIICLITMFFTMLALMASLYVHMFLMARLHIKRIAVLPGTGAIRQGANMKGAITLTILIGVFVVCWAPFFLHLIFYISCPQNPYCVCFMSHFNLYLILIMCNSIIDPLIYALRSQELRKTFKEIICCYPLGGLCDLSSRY
ABHD5-PLIN5 inh = blocks binding of human ABHD5 to perilipin-5 | Split G. princeps luciferase complementation, luminescence, 4 h | inhibition, % at 4 µM | 360,000 tested, 0.78% active;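 active = inhibition above the mean inhibition across every tested compound plus 3 SD, cut at about 22% in these data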;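 note: 0% = DMSO only wells and the 100% control is not disclosed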
m5-HT2A agonist = activates the mouse 5-HT2A serotonin receptor. P35363. CHO-K1 mHTR2A beta-arrestin complementation, luminescence; percent of 30 µM serotonin response. activation, % at 7.6 µM. 360,000 tested, 0.66% active;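 active = activation above a run cutoff, the mean activation of all tested compounds plus 3 SD, cut at about 14% in these data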;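 note: 0% = plate median of compound wells and 100% = 30 µM serotonin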
Target sequence (P35363 whole entry, looked up): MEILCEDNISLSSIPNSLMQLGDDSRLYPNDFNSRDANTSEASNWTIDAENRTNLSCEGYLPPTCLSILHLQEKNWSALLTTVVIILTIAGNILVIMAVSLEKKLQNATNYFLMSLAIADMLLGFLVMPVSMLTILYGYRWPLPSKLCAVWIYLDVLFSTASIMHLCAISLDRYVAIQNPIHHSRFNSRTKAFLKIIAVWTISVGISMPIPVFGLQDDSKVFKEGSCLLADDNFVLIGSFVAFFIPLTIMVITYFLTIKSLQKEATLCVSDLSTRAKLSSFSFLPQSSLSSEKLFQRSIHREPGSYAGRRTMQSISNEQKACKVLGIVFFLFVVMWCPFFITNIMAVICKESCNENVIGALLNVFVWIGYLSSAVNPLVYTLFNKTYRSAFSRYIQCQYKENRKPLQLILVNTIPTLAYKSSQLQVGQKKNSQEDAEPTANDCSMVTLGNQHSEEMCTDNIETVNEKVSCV
MC4R antag cAMP = blocks human MC4R cAMP signaling; MC4R-expressing cells, MTII-stimulated cAMP, LANCE TR-FRET; inhibition, % at 6.5 µM; 360,000 tested, 0.48% active; AID 540295;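 active = inhibition above its plate's cutoff, the mean of tested wells on that plate plus 3 SD, cut at about 29% in these data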;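 note: 0% = Melanotan II alone and 100% = Melanotan II plus saturating MCL0020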
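Assay system: human MC4R-expressing U2OS cells; reagent: Melanotan II stimulation of cells; dosing: 6.5 µM single dose; timing: compound 30 min, challenge 1 h, detection 1 h; signal: TR-FRET cAMP assay; replicates: one well per compound, no replicates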
ABCB6 inh 2 = human ABCB6 transporter inhibition | Q9NP58 | K562-ABCB6 porphyrin accumulation, flow cytometry, 1 h; active compounds read low | fluorescence ratio to DMSO, % at 10 µM | 360,000 tested, 0.19% active | AID 602162;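 active = fluorescence ratio to DMSO below 75%, the collection mean minus 3 SD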;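 note: signal is porphyrin accumulated inside mitochondria; 100% equals median channel fluorescence of DMSO control wells; lower ratio means ABCB6 inhibition with less porphyrin fluorescence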
Cardio protect = protects H9c2 cardiomyocytes from peroxide injury; 360,000 tested, 0.63% active; protection from H2O2 cell death, % at 20 µM; H2O2 injury protection, ATPLite, 2 h;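 active = compounds giving at least 50% protection of heart cells from peroxide-induced death in the single-dose screen, raw or plate-pattern-corrected value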;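 note: 0% = DMSO wells with peroxide and 100% = DMSO wells without peroxide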
NOD2 RIPK2 PPI = NOD2-RIPK2 protein interaction inhibition; inhibition, % at 4.98 µM; 360,000 tested, 0.38% active; CHO BLA complementation NOD2-RIPK2, CCF4 ratio; in the data active = inhibition above about 21%;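 note: 0% = vehicle only and 100% = reference blocker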
TLR9-MyD88 inh = inhibitors of human TLR9-MyD88 binding; inhibition, % at 4.98 µM; CHO BLA complementation TLR9-MyD88, CCF4 FRET ratio; Q9NR96+Q99836; 340,000 tested, 0.21% active;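 active = inhibition above the mean over all tested compounds plus 3 SD, cut at about 21% in these data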;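 note: 0% = DMSO only wells and 100% = clavulanate BLA inhibitor control wells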
N-glyco inh = N-linked glycosylation inhibition | D54 ERlucT glycosylation luciferase reporter, 24 h; percent of 100 nM tunicamycin response | 360,000 tested, 0.23% active | reporter increase, % at 12.5 µM;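 active = mean luciferase reporter signal, scaled so untreated is 0 and the glycosylation-blocking control 100, at or above a set limit in every replicate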;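 note: luciferase carries N-glycosylation sites so blocking glycosylation raises the light; 0% = median of neutral control wells and 100% = median of 100 nM tunicamycin wells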
NCOA2 inhibitor = inhibits human steroid receptor coactivator 2 | HEK293 GAL4-SRC2 luciferase reporter, luminescence | inhibition, % at 9 µM | 370,000 tested, 0.17% active | AID 651957;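 active = inhibition above the mean inhibition of all tested compounds plus 3 SD, set per campaign, cut at about 52% in these data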;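 note: 0% = DMSO treated cells and 100% = cells given Gossypol at 36 µM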
Starred values were filed as active, the others as inactive; / = no result given.

No.	SMILES	MC4R ag barr	ABHD5-PLIN5 inh	m5-HT2A agonist	MC4R antag cAMP	ABCB6 inh 2	Cardio protect	NOD2 RIPK2 PPI	TLR9-MyD88 inh	N-glyco inh	NCOA2 inhibitor
1	COc1ccc(/C=N/NC(=O)CCN2CCCCC2c2cccnc2)cc1Cn1cc([N+](=O)[O-])cn1 (stereo not given)	0.1	-5	-4	-1	99	-4	-8	9	-3	1
2	Cc1nc2sc(C(=O)Nc3ccccc3Cc3ccccc3)c(C)c2c(=O)[nH]1	-0.2	4	0	9	95	4	-1	4	5	25
3	Cn1c(=O)c(C(=O)COc2ccc(F)cc2Cl)c(N)n(Cc2ccccc2)c1=O	6.0	-1	-10	10	99	0	5	-4	-5	8
4	O=C(Nc1ccc(-c2csc(Nc3ccccc3)n2)cc1)c1ccccc1	3.7	0	-4	16	100	-16	2	6	12	9
5	O=C(Cc1cccc2ccccc12)N1CCCc2ccccc21	-1.3	-3	-2	-2	94	-1	24*	0	-3	-1
6	COc1ccc(/C(O)=C2/C(=O)C(=O)N(c3ncccn3)C2c2ccc(F)cc2)cc1 (stereo not given)	1.3	1	1	8	94	1	1	-12	1	-11
7	Cc1ccc(S(=O)(=O)N2CCC(=O)CC2c2ccccc2)cc1 (stereo not given)	-3.4	5	-3	-3	100	5	-7	-1	-3	-4
8	COc1ccc(NC(=O)c2ccc3ncsc3c2)cc1	-3.3	-13	-1	-2	96	-3	-8	6	-5	-82
9	CCc1nnc(NS(=O)(=O)c2ccc(N/C=C/C(=O)c3ccc(OC)cc3)cc2)s1	-2.2	1	1	13	95	-7	0	-7	2	-2
10	NCC(=O)NCC(=O)NC[C@H]1O[C@@H](n2cnc3c(N)ncnc32)[C@H](O)[C@@H]1O	-0.1	3	6	-4	102	0	6	10	2	-28
11	Cc1[nH]n(-c2ccccc2)c(=O)c1N=Nc1ccccc1C(=O)O	-0.2	8	18*	-4	97	-1	3	-20	0	9
12	CC(CC(=O)NCc1ccc(Cl)cc1)S(=O)(=O)c1ccc2c(c1)NC(=O)CO2 (stereo not given)	-3.3	6	6	-2	95	2	7	-12	2	-31
13	O=C(CSC1c2ccccc2C(=O)N1c1ccccc1)N1CCOCC1 (stereo not given)	-0.7	6	4	13	101	-1	0	-3	0	-8
14	O=C(CN1CCN(c2ccc(Cl)cc2)CC1)N1CCCC1	0.4	0	0	6	154	-2	2	-15	-1	18
15	CC(=O)N1CCN(C(=O)c2ccc(OC3CCN(CCc4ccccc4)CC3)cc2)CC1	-2.0	-4	-8	5	97	-1	-4	2	-2	-14
16	Cc1ccccc1NC(=O)C(C)OC(=O)CCC(=O)N(CC(C)C)c1c(N)n(CC(C)C)c(=O)[nH]c1=O (stereo not given)	-0.7	0	11	-8	100	-2	-9	-2	-1	-15
17	CCC(COC(=O)Nc1cccc(C)c1C)NC(=O)OCC(C)C (stereo not given)	1.6	-2	-1	2	100	-8	-1	1	-2	-11
18	CCOC(=O)CN1C(=O)N[C@@H](c2ccccc2)C(C(=O)OC)=C1C	-1.8	-15	4	-2	95	-9	-12	-1	2	/
19	Cc1ccc(N2CC(O)Cn3c2nc2c3c(=O)[nH]c(=O)n2C)cc1 (stereo not given)	-1.8	-1	3	1	97	1	-5	0	3	9
20	CC(C)C(C)NC(=O)COC(=O)c1cccc(C(=O)OCC(=O)NC(C)C(C)C)n1 (stereo not given)	-2.4	-2	0	8	97	0	-3	-2	2	11
21	Cc1ccccc1C(=O)Nc1ccc(O)cc1C(=O)O	-0.7	-6	5	3	99	2	-6	8	1	-20
22	COc1ccc(C(=O)Nc2cc(OC)c(NC(=O)Nc3ccccc3)cc2OC)cc1	-1.3	-6	1	11	89	27	-14	7	-2	-2
23	Cc1ccc(C2C(C#N)=C(N)OC3=C2C(=O)CC(C)(C)C3)s1 (stereo not given)	-2.8	-7	-5	4	96	2	5	10	1	0
24	O=C(Nc1ccc(Cl)cc1)Nc1cc(S(=O)(=O)N2CCOCC2)ccc1N1CCCC1	-3.0	4	-4	-7	97	-7	-9	-2	0	14
25	COC1C(C)=C(C)C(=O)N1Cc1ccc(F)cc1 (stereo not given)	-1.0	-8	-1	10	100	2	5	3	-1	-17
26	COCCc1nnc(NC(=O)C23CC4CC(CC(C4)C2)C3)s1	-0.5	-7	0	7	101	1	-4	3	3	-4
27	[O-][n+]1ccc(C(O)c2ccccc2)cc1 (stereo not given)	-2.1	-6	1	6	98	6	5	-11	2	15
28	c1ccc(OCCNc2ccn3nc(-c4cccs4)cc3n2)cc1	5.7	3	-1	8	766	9	-8	/	13	-36
29	FC(F)(F)c1ccccc1Cc1c(-c2cccc(Br)c2)nc2ccc(Br)cn12	/	-17	-1	/	108	-4	-1	/	-2	-47
30	c1ccc(-n2nnnc2-n2cnc3ccccc32)cc1	-0.5	-4	-2	-3	98	0	-17	0	0	10
31	CCNS(=O)(=O)c1ccc(NS(C)(=O)=O)cc1	0.0	0	-2	7	100	-1	-18	16	-2	4
32	O=C(Cn1c(=O)n(Cc2ccco2)c(=O)c2c3c(sc21)CCCC3)Nc1ccccc1	-1.4	53*	2	14	83	0	5	1	-3	5
33	COc1ccc(NC(=O)c2ccc(NS(=O)(=O)c3cccc4cccnc34)cc2)cc1	-1.8	-6	1	24	101	-4	-9	3	1	6
34	CCc1ccc(CCC(=O)Nc2ncc(Cc3ccccc3Cl)s2)o1	18*	3	0	-27	96	-4	-4	7	13	-10
35	Cc1ccc(C2C3=C(CC(C)(C)CC3=O)N(CCN3CCOCC3)C3=C2C(=O)CC(C)(C)C3)cc1	-1.1	0	1	6	89	38	-8	3	0	-18
36	CCC(O)C1CCN(Cc2cn(Cc3ccccc3)nc2-c2cc3ccccc3o2)CC1 (stereo not given)	0.8	10	-1	4	110	14	0	-2	-4	2
37	COC(=O)CC1(CC(N)=O)SCCS1	-1.3	4	3	4	147	-2	3	-7	12	1
38	CC12CCC(C(=O)N(CCC#N)CCC#N)(CC1=O)C2(C)C (stereo not given)	0.3	0	-2	1	88	5	8	-8	2	-7
39	COc1cc([C@H]2[C@@H]3CCCC[C@]3(O)CCN2CC(=O)Nc2ccc(C)cc2)ccc1O	-1.5	-3	-2	-1	96	13	-6	-10	0	-18
40	COc1ccc(C(C(=O)NC(C)(C)C)n2c(=O)c(-c3ccccc3)nc3ccccc32)cc1 (stereo not given)	/	-1	0	/	/	/	-3	/	/	-25
41	COC(=O)CSc1nnc(-c2ccco2)o1	0.7	-6	1	6	103	5	-7	-11	4	-8
42	COc1cc(C(=S)NC2CCCCC2)ccc1O	-1.0	-6	-1	-2	102	-11	-3	-7	0	-12
43	O=C(NCc1nc2ccccc2[nH]1)c1cccc(S(=O)(=O)N2CCCC2)c1	-1.1	-2	-2	-2	97	1	-13	-1	1	6
44	O=C(CCCSc1nc2ccccc2s1)NC1=NCCS1	-3.7	-6	-3	2	99	-2	-2	7	0	39
45	O=C(c1ccccc1)c1ccc(OC(=O)N2CCOCC2)cc1	-0.9	-5	-4	3	91	-1	0	5	0	-25
46	O=C(NNC(=O)c1cc2cc3ccccc3nc2s1)c1ccc(F)cc1	-0.3	4	2	-1	91	37	1	4	2	5
47	COc1ccc(NC(=O)CSc2nc3c(cc2C#N)CN(C)CC3)cc1	-2.1	7	-2	7	99	-2	-11	-4	1	8
48	Cc1ccc(C(=O)N2CCC(C(=O)NC3CCCC3)CC2)cc1	0.9	1	6	-1	89	1	1	4	2	-45
49	CCOC(=O)c1[nH]c(C)c(CCC(=O)OC)c1C	-0.4	3	-1	3	94	-1	9	0	2	-15
50	Cc1nc(Nc2cc(F)ccc2C)c2nnn(Cc3ccccc3)c2n1	0.7	0	5	-2	94	3	0	7	0	-9
51	Cc1ccccc1Cn1c(=O)n(-c2ccccc2)c(=O)c2ccc(C(=O)NCc3ccco3)cc21	-0.4	-3	-6	6	104	-2	-3	5	-1	-2
52	COc1ccc(-n2c(=S)[nH]c3cc(C(=O)NCCCN4CCOCC4)ccc3c2=O)cc1	0.4	0	2	11	94	10	-8	-7	-4	-25
53	COc1ccccc1/C=C1\SC(=S)N(CCC(=O)Nc2nnc(C)s2)C1=O	-0.6	-6	6	5	92	23	-9	2	6	-13
54	CCOC(=O)c1c(N)sc2c1C1CCN2CC1	-0.8	7	-2	-1	99	-2	4	-4	1	-12
55	Cc1cc(C(=O)CSc2nnc(-c3cccc(F)c3)n2N)c(C)n1Cc1ccc2c(c1)OCO2	-0.2	7	1	11	83	-9	1	5	3	8
56	CC(C(=O)NCc1ccco1)c1ccc([N+](=O)[O-])cc1 (stereo not given)	0.9	11	2	2	93	-3	-27	-3	1	-22
57	CCOc1ccc(C(CC(=O)O)n2cnnn2)cc1 (stereo not given)	-1.6	3	-2	2	97	-5	0	10	1	-13
58	Cc1ccc(C)c(NC(=O)CCC(=O)N/N=C/c2cc([N+](=O)[O-])ccc2O)c1	0.6	2	2	3	99	64*	-7	5	2	19
59	CCc1ccccc1NC(=O)CC1SCCNC1=O (stereo not given)	-1.6	-2	-1	3	101	1	2	-4	1	-15
60	CC(=O)N=c1c(C#N)cc2c(=O)n3ccccc3nc2n1Cc1ccccc1	-1.5	7	0	25	98	4	-3	-19	0	-10

Remaining list, next part
No.	SMILES	MC4R ag barr	ABHD5-PLIN5 inh	m5-HT2A agonist	MC4R antag cAMP	ABCB6 inh 2	Cardio protect	NOD2 RIPK2 PPI	TLR9-MyD88 inh	N-glyco inh	NCOA2 inhibitor
61	COc1ccc(CCn2c(N)c(C#N)c3nc4ccccc4nc32)cc1OC	0.6	-6	4	17	98	5	-1	0	10	-10
62	CCOC(=O)c1nnn(-c2nonc2N)c1COc1ccc(F)cc1	-0.7	0	-3	2	93	-2	-9	6	-1	1
63	CCOc1ccc(C(=O)Nc2ccc3nc(N4CCN(CC)CC4)cc(C)c3c2)cc1	2.7	4	-8	-3	92	-16	-4	8	-10	-11
64	Cc1ccc(Oc2nnc(-c3ccccc3)c3ccccc23)cc1	-3.2	-7	-4	5	92	-16	-5	-5	-9	-20
65	CCN1CC=C2C(C#N)=C(N)C(C#N)(C#N)[C@H](c3cccc(OC)c3OC)[C@H]2C1	-2.2	0	3	9	113	25	3	8	5	14
66	O=C(NCC(=O)N1CCC2(CC1)NCCc1[nH]cnc12)c1ccc(F)cc1	-1.2	0	8	-1	99	-2	-1	-4	2	12
67	COc1cccc(C(=O)Nc2ccc(NC(=O)C3CC3)nc2)c1	0.4	-2	2	-10	107	3	7	5	0	-37
68	O=C1CC(C(=O)O)C(c2ccccc2)c2ccccc21 (stereo not given)	-2.0	10	10	6	97	3	-7	-6	1	-4
69	COc1ccccc1OCCNC(=O)CCNS(=O)(=O)c1ccc(C)cc1	1.2	2	-8	6	102	-4	-9	-1	2	-25
70	COc1ccc(CN2CCNC(=O)C2CC(=O)NC2CCCCCCC2)cc1C (stereo not given)	-0.4	0	-2	13	99	5	2	0	1	-52

Some of the compounds tested; rates above refer to the full screens.
